SR-BI DiI inh – inhibitors of mouse SR-BI mediated HDL lipid uptake; ldlA[mSR-BI] CHO cells, DiI-HDL uptake fluorescence, 3 h; inhibition, % at 12.5 µM; 0.96% of 320,000 active; AID 488896;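 active = mean replicate inhibition of at least 70% and a set share of replicates each scoring 70 or more; inconclusive = meets just one of the two criteria; inactive = fails both criteria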;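 also: 0% = median of neutral control wells and 100% = median of positive control wells; values of inactives mirror those of a sister screen read the other way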
MITF act – MITF TRPM1 promoter activation in melanoma cells. SK-MEL-5 TRPM1-promoter luciferase, 24 h; % of positive control, neutral wells = 0. activation, % at 12.5 µM. 0.75% of 300,000 active. AID 588334;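 active = mean activation of at least 80% with every replicate also reaching 80%; inconclusive = mean reaches 80% but some replicate falls short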;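 also: 0% = neutral control wells and 100% = parthenolide positive control wells; values of inactives mirror those of a sister screen read the other way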
HTR5A ag ctr – activates human HTR5A in OPRM1-OPRD1 agonist counter-screen. 0.61% of 340,000 active. P47898. HTR5A agonist assay, luminescence, cell-based. activation, % at 9.3 µM; in the data active = activation mostly above about 9.5%, no sharp cut-off; inactive = mostly below about 7.6%;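 also: 0% = cells with vehicle only and 100% = reference agonist; strong numbers were not always called active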
Rtt109 Vps75 – C. albicans Rtt109 histone acetyltransferase inhibition. inhibition, % at 34.9 µM. AID 540336. 0.16% of 330,000 active. purified Rtt109/Vps75, ThioGlo CoA-SH fluorescence, 4 h;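 active = inhibition of at least 50% in every replicate; inconclusive = best replicate reaches 50% inhibition but some replicates fall short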
Target sequence (Q5AAJ8 whole entry, looked up): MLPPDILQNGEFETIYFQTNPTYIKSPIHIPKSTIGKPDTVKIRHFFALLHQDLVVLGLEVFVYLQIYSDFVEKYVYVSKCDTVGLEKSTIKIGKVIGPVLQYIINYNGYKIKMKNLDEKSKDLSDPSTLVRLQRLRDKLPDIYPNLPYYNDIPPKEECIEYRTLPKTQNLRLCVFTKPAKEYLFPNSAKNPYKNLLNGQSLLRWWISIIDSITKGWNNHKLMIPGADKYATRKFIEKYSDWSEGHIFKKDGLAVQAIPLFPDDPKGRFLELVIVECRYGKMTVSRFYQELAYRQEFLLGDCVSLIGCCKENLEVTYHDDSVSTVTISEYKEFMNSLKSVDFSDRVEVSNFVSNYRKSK
PvdQ inh – P. aeruginosa PvdQ acylase inhibition; purified PvdQ acylase, fluorescence plate reader; inhibition, % at 10 µM; 0.063% of 340,000 active; AID 488965; in the data active = inhibition above about 30%, passing the limit was not always enough; inconclusive = no clear call, values can overlap the other calls;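 also: 0% = vehicle neutral wells and 100% = reference inhibitor wells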
dFosB activator – mouse delta FosB homodimer activation. P13346. purified delta FosB, TAMRA-CDK5 oligo fluorescence polarization; percent of positive-control signal above neutral wells. activation, % at 25 µM. 0.99% of 340,000 active;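 active = mean activation above about 17%, with every replicate also reaching it, limit read from the data, passing the limit was not always enough; inconclusive = only one of the two conditions met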;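 also: fluorescence polarization rise as delta FosB binds a TAMRA Cdk5 AP-1 oligo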
SR-BI uptake up – enhances SR-BI lipid uptake from DiI-HDL. activation, % at 12.5 µM. 0.096% of 320,000 active. CHO ldlA[mSR-BI] cells, DiI-HDL uptake fluorescence, 3 h; 100 = double the neutral-control signal;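 active = mean replicate activation of at least 60% and every replicate at or above 60%; inconclusive = mean or all-replicate condition met, but not both; inactive = mean below 60% and not all replicates reaching 60%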;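 also: 0% = median plate neutral-control signal and 100% = twice that signal; values of inactives mirror those of a sister screen read the other way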
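material = CHO ldlA[mSR-BI] cells | medium = Ham's F12 with 0.5% BSA, HEPES 25 mM, pH 7.4 | reagent = fluorescent DiI-HDL, 10 µg/mL final | compound dosing = single-point compound dose | incubation = 3 h, 37 °C | measured by = bottom-read fluorescence, 550/595 nm | measure = HDL uptake via cellular fluorescence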
CDK5 p35 inh – inhibitors of human CDK5/p35 kinase; Q00535+Q15078; Recombinant CDK5/p35, ADP-Glo luminescence, 60 min; inhibition, % at 10 µM; 0.01% of 330,000 active; AID 488839;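 active = highest replicate inhibition of at least 50% and at least 75% of replicates reaching 50%; inconclusive = only one of the two criteria met; inactive = both criteria failed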;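 also: plate controls were DMSO neutral control for no effect and GW8510 at 10 µM for full effect; many of its hits are not listed in these tables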
Target sequence (Q00535 whole entry, looked up): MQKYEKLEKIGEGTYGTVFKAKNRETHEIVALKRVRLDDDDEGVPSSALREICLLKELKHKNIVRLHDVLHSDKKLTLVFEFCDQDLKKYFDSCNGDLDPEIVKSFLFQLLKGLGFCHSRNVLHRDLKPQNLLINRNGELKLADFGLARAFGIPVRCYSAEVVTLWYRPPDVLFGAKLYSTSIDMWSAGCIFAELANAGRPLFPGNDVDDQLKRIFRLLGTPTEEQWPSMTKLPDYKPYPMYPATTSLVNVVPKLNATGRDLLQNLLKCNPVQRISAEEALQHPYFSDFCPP
Target sequence (Q15078 whole entry, looked up): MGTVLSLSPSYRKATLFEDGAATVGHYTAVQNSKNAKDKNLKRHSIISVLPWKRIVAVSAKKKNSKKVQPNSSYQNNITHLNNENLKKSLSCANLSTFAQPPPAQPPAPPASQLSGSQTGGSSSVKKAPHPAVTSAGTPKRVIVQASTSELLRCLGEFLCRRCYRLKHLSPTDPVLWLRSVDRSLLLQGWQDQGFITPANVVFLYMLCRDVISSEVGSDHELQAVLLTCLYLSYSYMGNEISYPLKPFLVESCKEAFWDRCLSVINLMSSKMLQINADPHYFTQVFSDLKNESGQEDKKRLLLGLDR
cardiac RTF act – increases calcium sensitivity of human cardiac regulated thin filaments; IANBD-labeled TnC RTF fluorescence at EC20 calcium; 0% EC20 calcium, 100% full calcium; activation, % at 7.2 µM; 0.24% of 340,000 active;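 active = activation above the mean over all tested compounds plus 3 SD, cut at about 30% in these data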;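 also: rise in fluorescence read as greater calcium sensitivity of cardiac thin filaments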
Wnt bcat act – activates Wnt/beta-catenin signaling in a reporter cell assay. activator, plate reader. activation, % at 9.35 µM. 1.2% of 300,000 active; in the data active = activation above about 30%, passing the limit was not always enough; inconclusive = no clear call, values can overlap the other calls;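 also: 0% = neutral control wells and 100% = positive control wells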
The depositor's hits bear a star; ? = inconclusive; / = not tested or not shown.

SMILES	SR-BI DiI inh	MITF act	HTR5A ag ctr	Rtt109 Vps75	PvdQ inh	dFosB activator	SR-BI uptake up	CDK5 p35 inh	cardiac RTF act	Wnt bcat act
CCCN(CCC)CCCNC(=O)CS(=O)Cc1nc(-c2ccc(OC)c(OC)c2)oc1C (stereo not drawn)	-43	12	1	-4	-15	-7	43	2.6	2	/
O=C(N/N=C\CCc1ccccc1)c1ccco1	13	-7	2	1	4	2	-13	0.2	-3	/
O=C(N/N=C/c1cccc(O)c1)c1cc(-c2ccc3c(c2)OCO3)n[nH]1	0	-1	2	9	-2	41*	0	0.5	4	1
Cc1csc(CN(C)C(=O)C2CCC(=O)N(CCCc3ccccc3)C2)n1 (stereo not drawn)	-10	-5	0	-6	-9	-1	10	/	1	-1
c1ccc(N2CCN(C3CC4CCC3C4)CC2)cc1 (stereo not drawn)	-7	/	-2	-16	-10	-1	7	0.8	-4	0
COc1ccc(N(C(=O)CNC(=O)c2ccco2)C(C(=O)NCC2CCCO2)c2ccc(OC)c(OC)c2)cc1 (stereo not drawn)	-12	-3	3	-7	-11	-7	12	-12	1	-2
O=c1cc(-c2nn[nH]n2)[nH]c(=O)[nH]1	5	1	0	-1	-10	-7	-5	0.3	3	-2
Cn1c(N)c(C(=O)COC(=O)C2(c3cccc(F)c3)CCCC2)c(=O)n(C)c1=O	-20	2	6	-4	-12	-9	20	-0.1	-1	/
Cc1ccc(N(C(C)C(=O)N2CCC(C)CC2)S(C)(=O)=O)cc1C (stereo not drawn)	-27	-6	-5	6	1	-7	27	-1.6	-3	-2
O=S(=O)(NC1CCCc2ccccc21)c1cnc[nH]1 (stereo not drawn)	-11	2	-5	3	-19	1	11	-2.9	-4	1
CC(=O)Nc1ccc(NC(=O)CSc2nc(N)c(NC(=O)c3ccco3)c(=O)[nH]2)cc1	-12	11	-1	1	3	2	12	1.0	-3	-2
COc1ccc(/C=C2/N=C3CCCCCN3C2=O)cc1OC	8	/	2	5	-5	1	-8	0.7	6	13
O=C(Nc1ccccc1)Nc1ccc(Cl)nc1Cl	35	/	-5	6	-3	-9	-35	-1.2	4	23
CCc1c(C(=O)NC2CCCC2)csc1C	0	-10	-3	-5	10	1	0	0.5	-7	-3
CC(C)(C)c1ccc(C(=O)Nc2nnc(SCC(=O)NCC3CCCO3)s2)cc1 (stereo not drawn)	17	-20	-3	7	-3	-12	-17	-0.1	-3	26
Cc1ccc(S(=O)(=O)/C=C/c2ccccc2)cc1	-4	1	2	2	-8	5	4	0.6	0	-2
CC(Sc1nnnn1-c1ccc(O)cc1)c1nc2ccccc2c(=O)[nH]1 (stereo not drawn)	-38	6	0	0	0	-5	38	1.1	4	0
O=C(NC(Cc1ccccc1)c1nc2ccccc2[nH]1)c1ccc(Cl)c([N+](=O)[O-])c1 (stereo not drawn)	0	-4	7	-2	-15	31*	0	0.6	-5	-2
CCOC(=O)C(NCCc1ccccc1)(NC(C)=O)C(F)(F)F (stereo not drawn)	-20	-6	3	2	10	1	20	2.1	-1	-2
CN(C)CC(O)c1ccc(C=Cc2ccc(Cl)cc2)cc1 (stereo not drawn)	0	-78	0	-1	-18	-8	0	-3.9	1	?
Cc1ccc(-c2csc3nc(CSc4nnc(-c5ccc(Cl)cc5)n4C)[nH]c(=O)c23)cc1	5	8	-2	-2	-3	-7	-5	-0.2	2	/
COC(CNC(=O)C1CCCN(S(=O)(=O)c2c(C)noc2/C=C/c2cccs2)C1)OC (stereo not drawn)	/	-10	-3	-1	-3	-4	/	-0.8	5	0
CCc1nc(SCC(=O)c2ccccc2)c2ccccc2n1	10	1	1	-53	7	-17	-10	-1.5	-3	5
CC1CN(Cc2nc3c(c(=O)[nH]c(=O)n3C)n2CCN2CCOCC2)CC(C)O1 (stereo not drawn)	-5	-9	/	-17	-1	5	5	1.0	-1	1
O=C(OCc1nnn(Cc2ccccc2)c1-c1c(COC(=O)c2ccccc2)nnn1Cc1ccccc1)c1ccccc1	-33	-1	4	-8	-9	2	33	0.1	-3	/
CN(CCC#N)C(=O)COC(=O)/C=C/c1cccs1	-14	10	-6	-4	-17	-11	14	0.2	2	-5
Cc1[nH]c2ccc(Cl)cc2c(=O)c1CN1CCCC1	-5	2	7	0	-9	-9	5	-1.8	1	-1
Cn1c(Cc2cccc3ccccc23)nnc1SCC(=O)N1CCN(c2ccccc2)CC1	41	/	14	6	12	-4	-41	-0.8	2	/
CC(CC1CC(C)(C)OC1=O)C(=O)Nc1ccc([N+](=O)[O-])cc1 (stereo not drawn)	-22	-4	1	6	-8	0	22	-0.8	4	-1
COCCNC(=O)c1cn(Cc2c(F)cccc2Cl)nn1	-15	-7	1	-3	7	-2	15	-0.2	0	/
COc1ccc(C(=O)NC(Cc2ccc(OC(=O)c3ccc(OC)cc3)cc2)C(=O)O)cc1 (stereo not drawn)	-4	-7	-3	6	-7	-10	4	-0.3	9	0
Cc1nnc(SCCCn2c(N3CCN(c4ccccc4)CC3)nc3c2c(=O)[nH]c(=O)n3C)s1	-12	8	8	-4	0	-4	12	0.4	0	/
Cc1ccc(C(C(=O)NCc2ccccc2)N(C(=O)c2ccccn2)c2ccccc2)o1 (stereo not drawn)	/	4	0	-1	-1	-5	/	-0.9	1	-1
Clc1ccc(-c2ccc(SCc3ccccn3)nn2)cc1	-27	116*	5	-11	-7	-6	27	0.1	0	36*
O=C(Nc1ccc(Cl)c(S(=O)(=O)Nc2ccccc2Cl)c1)c1cccs1	-6	-6	-2	1	-8	-3	6	1.8	5	-4
CCc1ccc(N2CC(C(=O)Nc3nccs3)CC2=O)cc1 (stereo not drawn)	-11	-11	-1	-3	-1	-6	11	0.7	2	/
COc1ccc(Cn2nnnc2CN2CCC(O)(c3ccc(F)cc3)CC2)cc1	-2	1	2	-1	-6	-10	2	-0.6	1	-2
CCCCCCC1NC(C(=O)O)CS1 (stereo not drawn)	-6	-2	10	-16	-11	4	6	0.5	-5	0
CCOc1ccc(NC(=O)N2CCC(n3c(=O)[nH]c4ccccc43)CC2)cc1	39	-6	/	-5	-9	-2	-39	-0.8	6	0
COCCNC(=O)c1cc(C(=O)CC(C)C)c[nH]1	0	-9	-3	1	3	-3	0	1.0	0	-1
O=C(Cc1cccc(C(F)(F)F)c1)Nc1cccc(S(=O)(=O)N2CCCC2)c1	-13	11	0	5	-8	-6	13	-1.0	3	0
N#Cc1c(N2CCOCC2)nc(N)c2c(N)nc3c(c12)CC(CCl)O3 (stereo not drawn)	/	-10	0	-2	-7	-10	/	-0.4	1	0
Cc1cc(Cl)ccc1OCC(=O)N1CCN(c2ncccn2)CC1	-2	8	-5	-1	-5	-6	2	-4.1	4	-2
O=C(c1cc(-c2cccc(O)c2)on1)N1CCOCC1	-10	/	-1	-1	-9	-5	10	3.2	5	45*
Cc1ccc(C(=O)Nc2cccc(NC(=O)c3ccc(C)o3)n2)o1	-18	-9	6	-2	-17	-15	18	0.3	2	0

4 entries from above, arranged by their value in Rtt109 Vps75, rising:
Molecule	Rtt109 Vps75
CCc1nc(SCC(=O)c2ccccc2)c2ccccc2n1	-53
Clc1ccc(-c2ccc(SCc3ccccn3)nn2)cc1	-11
Cc1nnc(SCCCn2c(N3CCN(c4ccccc4)CC3)nc3c2c(=O)[nH]c(=O)n3C)s1	-4
Cc1[nH]c2ccc(Cl)cc2c(=O)c1CN1CCCC1	0

Carrying on.
SMILES	SR-BI DiI inh	MITF act	HTR5A ag ctr	Rtt109 Vps75	PvdQ inh	dFosB activator	SR-BI uptake up	CDK5 p35 inh	cardiac RTF act	Wnt bcat act
O=C1c2cccnc2C(=O)N1Cc1ccc(F)cc1S(=O)(=O)NCc1ccco1	-5	1	-2	-1	-14	-1	5	/	-1	-1
COc1cccc(CN(CC2CCCO2)S(=O)(=O)c2ccc(S(=O)(=O)NCC3CCCO3)cc2)c1OC (stereo not drawn)	-8	5	-1	4	14	-7	8	-0.1	7	/
FC(F)(F)c1cc(-c2cccs2)nc(NCc2ccco2)n1	-2	-12	2	1	2	4	2	-0.1	7	/
COc1ccc(OCC(=O)NC(=S)N2CCCc3ccccc32)cc1	-1	0	0	-7	-5	-10	1	-1.5	-1	0
CCCCS(=O)CC(O)COc1ccc(C(C)(C)C)cc1 (stereo not drawn)	-1	6	0	26	11	-3	1	0.3	1	/
CCC(C)c1ccc(NC(=O)C2=CC=CN3CCS(=O)(=O)N=C23)cc1 (stereo not drawn)	3	53	0	12	9	-2	-3	1.6	-10	14
CN(C)N1C(=O)CC(C)(c2ccc([N+](=O)[O-])cc2)C1=O (stereo not drawn)	-7	11	0	3	-4	0	7	-0.3	2	-1
CCOc1ccc(N=C2NC(=O)S/C2=C\c2ccc(Cl)cc2)cc1	15	/	0	34	15	2	-15	-1.0	5	/
CC(=O)NN1C(=O)c2ccccc2NC1c1ccc(N(C)C)cc1 (stereo not drawn)	-13	7	1	0	2	3	13	-0.6	-3	4
COc1ccc(Cl)cc1C(=O)Nc1ccncc1	10	9	-1	5	14	-18	-10	2.3	2	0
C/C=C\C(=O)Nc1cccc(C2=NOC3(C2)C[C@H](C(N)=O)N(C(=O)/C=C/CC)C3)c1 (stereo partly drawn)	8	4	1	-3	-6	-2	-8	0.9	3	-5
CCNc1nc(CN2CCCCC2)nc2scc(-c3ccccc3)c12	1	-12	3	/	-7	-7	-1	-0.1	-6	/
CCOP(=O)(c1ccccc1Cl)C1(O)CCCCC1 (stereo not drawn)	-34	5	-2	-20	-11	-2	34	-0.1	-1	-2
O=S(=O)(c1ccc(Br)s1)N1CCCCC1	-9	5	2	-23	2	4	9	1.1	0	/
Cc1ccc(C)c(-n2nnnc2SCC(=O)c2ccc3c(c2)NC(=O)CO3)c1	51	-19	2	0	-11	68*	-51	-0.2	2	-13
CN=C(NC#N)NCCSCc1nc[nH]c1C	1	3	1	-1	-11	4	29	-0.3	2	1
CCOC(=O)c1c(NC(=O)CCl)sc(CN(C)C)c1-c1ccccc1	-20	-5	-1	15	-7	-4	20	3.1	2	-1
CC(C)n1ncc2c(C(=O)NCc3cccnc3)cc(C3CC3)nc21	8	-2	-1	-5	-12	-7	-8	1.2	-1	1
COC(=O)c1cc2c([nH]c1=O)CCCC2=O	-21	11	3	1	-10	-2	21	-0.7	2	-1
CCNC(=S)Nc1ccc(C)c(S(=O)(=O)Nc2ccccc2OC)c1	10	6	0	-4	9	-3	-10	-1.7	-3	-5
COc1ccc(NC(=O)NCc2ccco2)cc1OC	6	4	8	-1	-5	-1	-6	1.2	8	1
COc1cccc(CC(=O)OCC(=O)NC2CCCCCC2)c1	-22	4	4	0	-8	1	22	0.0	-2	-1

High-throughput results: PubChem, several laboratories
